# Bioassay records as filed in PubChem.
# KCNK9 block = inhibitors of human KCNK9 two-pore domain potassium channel. Q9NPC2. HEK293 KCNK9, FluxOR thallium flux fluorescence; active compounds read low. B-score at 10 µM. 1.2% of 310,000 active;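 active = ratio B-score over 3 SD below the library mean, with starting fluorescence within 5 SD of its mean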;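 also: negative B-score means less thallium flux so channel inhibition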
# KCNQ1 pot = human KCNQ1 channel potentiation or activation. P51787. CHO-K1 KCNQ1, thallium flux FluxOR fluorescence; active compounds read high. B-score at 10 µM. 0.35% of 310,000 active. AID 2648;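 active = fluorescence ratio B-score, a plate-corrected score, at least three library SD, with initial intensity B-score within 5 SD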
#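 Assay system: CHO-K1 cells stably expressing KCNQ1. Medium: assay buffer for compound exposure, DMSO matched across wells. Timing: 37 °C overnight plating, 90-min dark dye load, 20-min compound pretreatment. Signal: kinetic FluxOR fluorescence, 10 s baseline plus 110 s post-stimulus.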
# KCNK3 inh = human KCNK3 channel inhibition, primary screen; 0.84% of 340,000 active; O14649; B-score at 10 µM; CHO-KCNK3 thallium flux, FluxOR fluorescence; active compounds read low; AID 602410;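 active = B-score under library mean minus 4 SD, starting fluorescence ratio at most library mean plus 5 SD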;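 also: more negative B-score means stronger inhibition of thallium flux through KCNK3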
# KCNQ1 block = blocks the human KCNQ1 potassium channel | CHO-K1 KCNQ1, FluxOR thallium flux fluorescence; active compounds read high | 1.3% of 310,000 active | B-score at 10 µM | AID 2642 | P51787;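 active = compounds whose thallium flux B-score, printed positive for inhibition, exceeds three library SD while starting fluorescence stays within three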;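 also: channel opened by potassium depolarization with thallium stimulus after 20 min compound exposure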
# MrgX1 allo act = human MrgX1 positive allosteric modulation, primary screen | 0.63% of 310,000 active | AID 588675 | MrgX1-HEK293, Fluo-4 calcium flux, FDSS; active compounds read high | B-score at 10 µM | Q96LB2;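 active = plate-corrected calcium response at least 3 library SD above typical, normal starting fluorescence, not activating the receptor alone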;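 also: compound read alongside a low EC10 to EC30 dose of BAM8-22 agonist; peak minus trough fluorescence over baseline measured at the second addition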
# RGS4 act = RGS4 potentiation or activation. HEK293 M3R/inducible RGS4, carbachol calcium flux Fluo4; active compounds read low. B-score at 10 µM. 0.92% of 310,000 active. AID 463111;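 active = B-score of the integrated calcium signal more than 4 SD below the library mean, with starting fluorescence not abnormally high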;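 also: negative B-score means reduced calcium response which marks RGS4 activation or potentiation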
#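 Reagent: ECmax carbachol challenge; Test system: M3R-expressing HEK293 line, RGS4 induced by doxycycline; Schedule: overnight RGS4 induction, 30 min dye load 37 °C, 20 min compound RT; Detection: calcium dye Fluo4 fluorescence; Read-out: Agonist-evoked peak-minus-minimum fluorescence over baseline, integrated ratio, B score.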
# MrgX1 ag = human MrgX1 receptor agonism, primary screen; Q96LB2; MrgX1-HEK293 cells, Fluo-4 calcium fluorescence, agonist mode; active compounds read high; B-score at 10 µM; 0.44% of 310,000 active; AID 588627;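 active = calcium response B-score plate-corrected fluorescence ratio at least 3 library SD, with starting fluorescence B-score inside 5 SD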
#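 Material – MrgX1-expressing HEK293 cells · Input – 15,000 cells seeded per well · Dosing – compound as first of three additions · Times – overnight seeding, then 1 h dark dye loading · Measured by – kinetic Fluo-4 NW fluorescence of intracellular calcium · Read-out – B-scored fluorescence response ratio · Benchmarks – positive and negative control wells on each plate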
# ANO1 activ = activates or potentiates the mouse TMEM16A chloride channel. Q8BHY3. HEK293 TMEM16A/YFP-H148Q/I152L, iodide quench fluorescence; active compounds read low. B-score at 10 µM. 0.3% of 340,000 active. AID 623877;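 active = fluorescence-ratio B-score plate-corrected deviation score at least 3 library SD below zero, with starting fluorescence score within 5 deviations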;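 also: channel opened by trigger with iodide after compound preincubation; score built on the fluorescence ratio of max minus min over baseline; more negative score means more quench and so TMEM16A activation or potentiation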
# TMEM16A inh = mouse TMEM16A channel inhibition, primary screen | 1.2% of 310,000 active | AID 588511 | HEK293 TMEM16A/YFP iodide influx fluorescence, ionomycin | Q8BHY3 | normalized B-score (activity score, 25-100; higher = stronger inhibition) at 10 µM;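 active = ratio plate-corrected score three or more library SD toward inhibition, starting fluorescence score within five deviations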;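 also: score derived from kinetic fluorescence span divided by baseline fluorescence per well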
# hERG protect = compounds protecting human hERG from proarrhythmic drug block | Q12809 | CHO-hERG, FluxOR thallium flux, dofetilide IC70 present | activation (rescue from dofetilide block), less the hit threshold, % at 10 µM | 0.51% of 310,000 active;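 active = activation above the mean of controls blocked by dofetilide plus 5 SD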;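 also: thallium influx through hERG after potassium depolarization seen as dye fluorescence rise; in these data hits start at about 4.7%; inactives centre near -7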
# Target sequence (Q12809 whole entry, looked up): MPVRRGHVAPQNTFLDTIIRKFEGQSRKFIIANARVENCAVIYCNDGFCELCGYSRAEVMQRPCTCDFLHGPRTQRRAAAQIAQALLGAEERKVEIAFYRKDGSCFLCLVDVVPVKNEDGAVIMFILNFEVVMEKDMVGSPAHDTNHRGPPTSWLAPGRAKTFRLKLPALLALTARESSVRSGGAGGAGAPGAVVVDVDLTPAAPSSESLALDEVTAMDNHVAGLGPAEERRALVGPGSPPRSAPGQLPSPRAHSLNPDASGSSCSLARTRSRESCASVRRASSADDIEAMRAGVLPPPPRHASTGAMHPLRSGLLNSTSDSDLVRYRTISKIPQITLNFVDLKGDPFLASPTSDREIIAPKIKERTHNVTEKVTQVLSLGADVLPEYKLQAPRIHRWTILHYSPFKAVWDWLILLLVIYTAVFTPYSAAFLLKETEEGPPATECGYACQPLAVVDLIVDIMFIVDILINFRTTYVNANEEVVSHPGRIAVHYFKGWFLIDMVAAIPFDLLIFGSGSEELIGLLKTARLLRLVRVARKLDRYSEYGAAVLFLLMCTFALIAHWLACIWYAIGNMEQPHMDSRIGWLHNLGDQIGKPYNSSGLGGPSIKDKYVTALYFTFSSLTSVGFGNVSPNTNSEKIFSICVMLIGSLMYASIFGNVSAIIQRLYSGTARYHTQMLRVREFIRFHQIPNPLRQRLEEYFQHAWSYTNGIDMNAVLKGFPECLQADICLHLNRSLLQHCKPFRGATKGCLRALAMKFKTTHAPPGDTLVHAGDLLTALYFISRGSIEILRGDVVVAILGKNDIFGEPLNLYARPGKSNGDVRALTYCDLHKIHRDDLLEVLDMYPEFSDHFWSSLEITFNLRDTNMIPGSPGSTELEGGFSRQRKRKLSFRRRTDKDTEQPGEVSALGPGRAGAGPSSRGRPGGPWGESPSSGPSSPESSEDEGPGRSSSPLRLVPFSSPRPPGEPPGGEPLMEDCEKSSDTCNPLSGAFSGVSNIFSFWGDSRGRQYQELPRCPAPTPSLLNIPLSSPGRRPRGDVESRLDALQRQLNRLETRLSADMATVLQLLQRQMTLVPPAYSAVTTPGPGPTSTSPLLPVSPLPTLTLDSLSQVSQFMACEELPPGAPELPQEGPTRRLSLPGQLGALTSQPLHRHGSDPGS
# RGS4 inh = inhibitors of human RGS4; HEK293 M3R/RGS4 inducible, Fluo-4 calcium flux; active compounds read high; triggered by carbachol at its EC20; B-score at 10 µM; 0.45% of 310,000 active; AID 463165; P49798;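 active = B-score, a plate-corrected calcium signal, over three deviations above library mean, with baseline fluorescence within five deviations of library mean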;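 also: RGS4 expression induced by doxycycline in cells with stable M3 receptor; B-score is computed from the integrated fluorescence ratio over baseline after carbachol; higher B-score means a larger calcium signal and so more RGS4 inhibition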
# The depositor's hits bear a star; i = inactive; / = not tested or not shown. No enrichment for hits (roughly 6.3% active in at least one column).
SMILES,KCNK9 block,KCNQ1 pot,KCNK3 inh,KCNQ1 block,MrgX1 allo act,RGS4 act,MrgX1 ag,ANO1 activ,TMEM16A inh,hERG protect,RGS4 inh
Cc1ccc(OC(C)C(=O)Nc2ccccc2C(=O)N2CCOCC2)cc1 (configuration not stated),i,i,i,i,i,i,i,i,i,-12.7,i
C(=N\Nc1nc2ccccc2[nH]1)/c1ccc2c(c1)OCO2,i,i,i,i,/,i,/,i,/,-24.6,i
O=C1CCC(=O)N1CCC(c1ccc(F)cc1)c1ccco1 (configuration not stated),i,i,i,i,i,i,i,i,i,-16.9,i
Cc1nnc(C)n1/N=C/c1cc(Br)ccc1O,i,i,i,i,i,i,i,i,i,-6.0,i
CCCc1nc2ccccc2c(C(=O)OCC(=O)NCc2ccc3c(c2)OCO3)c1CC,i,i,i,i,i,i,i,i,i,-10.0,i
CCn1c(SC)nc2c(c1=O)SC(C)C2 (configuration not stated),i,i,i,i,i,i,i,i,i,-2.4,i
O=C(c1ccc(-c2cccc(C(F)(F)F)c2)o1)N1CCCCCCC1,i,i,i,i,i,i,i,i,i,-9.3,i
COc1cnc(-c2ccccc2)nc1Oc1cccc(C)c1C,i,i,i,i,i,i,i,i,i,-3.9,i
COc1ccc(S(=O)(=O)N2CCC(N3CCCC3)CC2)cc1,i,i,i,i,i,i,i,i,i,-9.3,i
O=C(Oc1ccccc1C(=S)N1CCOCC1)c1ccc([N+](=O)[O-])cc1[N+](=O)[O-],i,i,i,i,i,i,i,i,i,-6.7,i
COc1cccc2cc(C(=O)N(C)C)c(=O)oc12,i,i,i,i,i,i,i,i,i,-7.7,i
Cc1ccc(S(=O)(=O)N=Nc2c(O)[nH]c3ccccc23)cc1C,i,i,i,i,i,i,i,i,i,-5.3,i
CCN(CC)S(=O)(=O)c1ccc(C(=O)NCCSc2c[nH]c3ccccc23)cc1,i,i,i,i,i,i,i,i,i,-11.6,i
COc1ccc(NC(=O)Cn2c3ccc(OC)cc3c3nc4n(c(=O)c32)CCS4)cc1,i,i,i,i,i,i,i,i,i,-4.3,i
CC(C)(C)c1ccc(OCCCC(=O)Nc2ccc(S(N)(=O)=O)cc2)cc1,i,i,i,i,i,i,i,i,i,-6.4,i
O=C(COC(=O)c1cncc(Br)c1)NCc1ccc2c(c1)OCO2,i,i,i,i,i,i,i,i,i,-8.5,i
O=C(Nc1cc(=O)[nH]c2ncnn12)c1ccccc1Cl,i,i,i,i,i,i,i,i,i,-8.4,i
CCOCCCNc1nc2ccccc2[nH]1,i,i,i,i,i,i,i,i,i,-4.1,i
CCCCCCCNC(=O)C1(CC2CC(c3ccc(Cl)cc3)=NO2)CCN(C(=O)OC(C)(C)C)CC1 (configuration not stated),i,i,i,8*,i,i,i,i,i,-10.0,i
COc1ccc(O)c(CN2CCCC(N3CCc4ccccc4C3)C2)c1 (configuration not stated),i,i,i,i,i,i,i,i,i,-1.5,i
Cc1ccc(-n2cc(-c3ccccc3)c3c(NN4CCOCC4)ncnc32)cc1,i,i,i,i,i,i,i,i,i,-13.8,i
CCOc1cc(C2CC(=O)Nc3cc(C)c(C)cc32)ccc1O (configuration not stated),i,i,i,i,i,i,i,i,i,-4.2,i
O=C(NC(=S)NNC(=O)c1ccccc1[N+](=O)[O-])c1ccccc1,i,i,i,i,9.73*,i,i,i,i,-3.5,i
Cc1ccc(CSc2ncnc3onc(C)c23)cc1,i,i,i,i,i,i,i,i,i,-1.7,i
Clc1ccc(Oc2ccccc2)c2ncccc12,i,i,i,i,i,i,i,i,i,-3.0,i
CCN(CC)c1ccc(C(=O)OCC(=O)Nc2sccc2C#N)cc1,i,i,i,i,i,i,i,i,i,-8.9,i
COc1ccc2nc(NC(=O)Cc3ccc(OC)c(S(=O)(=O)N4CCOCC4)c3)sc2c1,i,i,i,i,i,i,i,i,i,-8.9,i
O=C(Nc1cccc(C(=O)O)c1)/C(=C\c1ccc2c(c1)OCO2)NC(=O)c1ccccc1Cl,i,i,i,i,i,i,i,i,i,-14.6,i
CC(C)Cc1cc(C(=O)N(C)C2CCCN(Cc3ccccc3F)C2)n(C)n1 (configuration not stated),i,i,i,i,i,i,i,i,i,-1.1,i
O=C(c1cc(NC(=O)C23CC4CC(CC(C4)C2)C3)cc(NC(=O)C23CC4CC(CC(C4)C2)C3)c1)N1CCCCC1,i,i,/,10*,i,i,i,/,i,-6.8,i
O=C(NC1CCN(Cc2ccccc2)CC1)c1ccc(S(=O)(=O)NCc2ccco2)cc1,i,i,i,i,i,i,i,i,i,-10.0,i
CC(Oc1ccccc1)C(=O)N1CCN(C(=O)C(C)Oc2ccccc2)CC1 (configuration not stated),i,i,i,i,i,i,i,i,i,-11.3,i
Cn1nc(C(F)(F)F)c(-c2cccc(C(F)(F)F)c2)c1NC(=O)c1cccnc1,i,i,i,i,i,i,i,i,i,-6.7,i
Cc1ccccc1NC(=O)c1cc(S(=O)(=O)N2CCCCC2)cs1,i,i,i,i,i,i,i,i,i,-6.3,i
COc1ccc(C)cc1S(=O)(=O)NC1CCCCC1C (configuration not stated),i,i,i,i,i,i,i,i,i,-4.3,i
CC(=O)c1cccc(S(=O)(=O)NCCC(=O)Nc2ccc(S(N)(=O)=O)cc2)c1,i,i,i,i,i,i,i,i,i,-3.7,i
CCOC(=O)N1CCN(CC(O)COc2c(OC)cccc2OC)CC1 (configuration not stated),i,i,i,i,i,i,i,i,i,-5.0,i
O=C(O)/C=C/c1cnc2ccccc2n1,i,i,i,i,i,i,i,i,i,-8.4,i
O=C(NCC(=O)N(c1ccc(F)cc1)C(C(=O)NC1CCCC1)c1ccncc1)c1ccco1 (configuration not stated),i,i,i,i,i,i,i,i,i,-7.2,i
Cc1cccc(CNC(=O)CC2C(=O)NCCN2C2CCCC2)c1 (configuration not stated),i,i,i,i,i,i,i,i,i,-8.4,i
CCC(C)C(NC(N)=O)C(=O)Nc1ccc(S(=O)(=O)Nc2ccc(OC)cc2)cc1 (configuration not stated),i,i,i,i,i,i,i,i,i,-10.8,i
CCCC(C)NS(=O)(=O)c1ccc(OC)c(C)c1 (configuration not stated),i,i,i,i,i,i,i,i,i,-6.9,i
CCOc1ccc(S(=O)(=O)Nc2ccc(C(=O)NCC(C)(C)N3CCOCC3)cc2)cc1,i,i,i,i,i,i,i,i,i,-12.1,i
COc1ccc(N2CCN(CNC(=O)c3ccccc3)CC2)cc1,i,i,i,i,i,i,i,i,i,-1.1,i
Cc1cc2c(cc1C)NC(CC(=O)NCc1ccccc1)C(=O)N2 (configuration not stated),i,i,i,i,i,i,i,i,i,-4.3,i
CC(C)n1cc(CN2CCN(CCc3ccccc3)C(CCO)C2)cn1 (configuration not stated),i,i,i,i,i,i,i,i,i,-11.2,i
COc1ccc(NC(=O)C2Cc3ccccc3O/C2=N\O)cc1 (configuration not stated),i,i,i,i,i,i,i,i,i,-3.7,i
O=C(c1c[nH]c(C(=O)C(Cl)(Cl)Cl)c1)c1ccc(F)cc1F,i,i,i,i,i,i,i,i,i,-7.1,i
CCO/C=C1\N=C(c2ccc(F)cc2)OC1=O,i,i,i,i,i,i,i,i,i,-2.2,i
NC(=O)CSc1oc(-c2ccco2)nc1S(=O)(=O)c1ccc(Cl)cc1,i,i,i,i,i,i,i,i,i,-8.5,i
O=C1CCCC/C1=C/Nc1ccc2c(c1)OCO2,i,i,i,i,i,i,i,i,i,-1.2,i
CCn1c(SCC(=O)Nc2ccc(Br)cn2)nnc1C1CC1,i,i,i,i,i,i,i,i,i,-8.4,i
O=C(O)C1CC(O)CN1C(=O)c1ccco1 (configuration not stated),i,i,i,i,i,i,i,i,i,-14.8,i
CCOc1ccc(NC(=S)N(CC)Cc2ccccc2)cc1,i,i,/,i,i,i,i,/,i,-3.2,i
Cn1c(=O)nc2n(Cc3ccccc3)c3cccc(Cl)c3cc-2c1=O,i,i,i,i,i,-9.36*,i,i,i,-10.0,i
COc1ccccc1N(CC(=O)NC1CCCC1)C(=O)CCCC(=O)Nc1ccccn1,i,i,i,i,/,i,/,i,/,-9.3,i
Cn1nc(C(=O)N2CCN(c3cccc(Cl)c3)CC2)c2c1-c1ccccc1S(=O)(=O)C2,i,i,i,i,i,i,i,i,i,-16.1,i
Clc1ccc(-c2cc(COc3ccccc3)on2)cc1,i,i,i,i,i,i,i,i,i,-4.9,i
Cc1c(NC2(C#N)CCCCC2)c(=O)n(-c2ccccc2)n1C,i,i,i,i,i,i,i,i,i,-7.4,i
Cc1nc(Nc2cccc(Cl)c2)c2oc3ccccc3c2n1,i,i,i,i,i,i,i,i,i,-4.6,i

# (more compounds)
SMILES,KCNK9 block,KCNQ1 pot,KCNK3 inh,KCNQ1 block,MrgX1 allo act,RGS4 act,MrgX1 ag,ANO1 activ,TMEM16A inh,hERG protect,RGS4 inh
CN(C)c1nc(NC(C)(C)C)nc(SCC(=O)Nc2ccccc2)n1,i,i,i,i,i,i,i,i,i,-5.1,i
CCCCNC(=S)N/N=C1\C(=O)c2cccc3cccc1c23,i,i,i,i,i,i,i,i,i,-3.4,i
Cc1cccc(NC(=O)C2CCN(C(=O)N3CCOc4ccccc43)CC2)c1C,i,i,i,i,i,i,i,i,i,-11.7,i
COCCOC(=O)c1c(NC(=O)CN2CCCc3ccccc32)sc(C(N)=O)c1C,i,i,i,i,i,i,i,i,i,-8.0,i
CC(C)NC(=O)C(=O)NCC(c1ccc2c(c1)OCO2)N1CCOCC1 (configuration not stated),i,i,i,i,i,i,i,i,i,-4.8,i
O=C1CC(c2ccccc2)n2nc(N3C(=O)CCC3=O)nc2N1 (configuration not stated),i,i,i,i,i,i,i,i,i,-5.1,i
Cc1cccc(N2CCN(C(=S)Nc3ccc4nc5n(c(=O)c4c3)CCCCC5)CC2)c1C,i,i,i,i,i,i,i,i,i,-6.6,i
CCOC(=O)c1nc(NCc2cccnc2)c2ccccc2n1,i,i,i,i,i,i,i,i,i,0.8,i
